High-throughput results: PubChem BioAssay, several laboratories
Kir21 inh = Kir2.1 (mouse) channel inhibition; HEK293-Kir2.1, FluxOR thallium flux fluorescence; active compounds read low; P35561; AID 1672; B-score at 10 µM; 310,000 tested, 0.85% active;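 active = fluorescence ratio B-score at or below minus 3 SD of library scores, with starting-brightness B-score within 2 SD, cut at about -4.2 in these data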;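 also: channel flux triggered by added potassium and thallium sulfate stimulus; B-score of peak minus minimum fluorescence over baseline after thallium stimulus; more negative B-score means stronger Kir2.1 block with less thallium influx; some compounds called inactive have numbers as strong as hits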
Target sequence (P35561 whole entry, looked up): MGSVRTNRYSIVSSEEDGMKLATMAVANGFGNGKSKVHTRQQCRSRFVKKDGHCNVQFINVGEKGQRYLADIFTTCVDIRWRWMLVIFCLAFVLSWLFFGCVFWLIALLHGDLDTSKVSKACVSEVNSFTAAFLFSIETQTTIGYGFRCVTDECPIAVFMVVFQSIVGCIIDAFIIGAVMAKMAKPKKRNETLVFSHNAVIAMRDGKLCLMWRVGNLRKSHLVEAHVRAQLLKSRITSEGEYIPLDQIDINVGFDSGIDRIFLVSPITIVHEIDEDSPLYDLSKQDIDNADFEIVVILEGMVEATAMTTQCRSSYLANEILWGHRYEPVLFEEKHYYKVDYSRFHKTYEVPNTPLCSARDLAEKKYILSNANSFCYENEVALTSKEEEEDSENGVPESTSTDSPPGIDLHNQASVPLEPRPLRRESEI
STK33 inh = blocks human STK33 kinase activity; purified STK33, MBP phosphorylation, ADP-Glo luminescence; Q9BYT3; inhibition, % at 10 µM; 320,000 tested, 0.073% active;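 active = inhibition at or above 25%, using the most active replicate where run in duplicate; inactive = inhibition below 25%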
Target sequence (Q9BYT3 whole entry, looked up): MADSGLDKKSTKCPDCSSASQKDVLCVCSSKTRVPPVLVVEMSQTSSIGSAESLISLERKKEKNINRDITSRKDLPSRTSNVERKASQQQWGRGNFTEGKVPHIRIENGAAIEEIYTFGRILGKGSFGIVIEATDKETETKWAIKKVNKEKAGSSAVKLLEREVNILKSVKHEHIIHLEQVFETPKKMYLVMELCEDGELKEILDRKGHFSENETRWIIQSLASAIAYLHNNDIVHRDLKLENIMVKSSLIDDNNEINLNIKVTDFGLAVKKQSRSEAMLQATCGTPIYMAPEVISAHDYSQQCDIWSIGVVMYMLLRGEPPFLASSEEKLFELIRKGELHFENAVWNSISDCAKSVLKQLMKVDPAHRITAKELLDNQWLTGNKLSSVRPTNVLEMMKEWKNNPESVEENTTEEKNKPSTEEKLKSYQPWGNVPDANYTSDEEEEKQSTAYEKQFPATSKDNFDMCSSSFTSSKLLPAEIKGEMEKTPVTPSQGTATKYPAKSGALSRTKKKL
KCNQ2 block = KCNQ2 channel blockers in CHO-K1 cells – cell-based, FluxOR thallium flux, B-score, primary screen (AID 2156) | 20 min; active compounds read low | O88943 | B-score at 10 µM | 310,000 tested, 1.1% active;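 active = fluorescence ratio B-score at most minus 3 library SDs, with starting brightness B-score within 2 library SDs, cut at about -5.5 in these data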
* marks the source's active call; other numbers are inactive results; i = inactive; . = not tested or not shown.

SMILES	Kir21 inh	STK33 inh	KCNQ2 block
Cc1ccc(NC(=O)C[n+]2cc(-c3ccc(C)cc3)n3c2CCC3)cc1	-0.74	-0.3	i
Cn1c(=O)oc2cc(S(=O)(=O)N3CCN(c4ccc(F)cc4)CC3)ccc21	-1.79	0.0	i
Cc1ccc(/C=N/n2c(COc3ccccc3)n[nH]c2=S)s1	-3.19	-1.7	i
COc1ccc(OCc2nc(C#N)c(N3CCN(c4ccc(OC)cc4)CC3)o2)cc1	0.05	.	i
O=C(CC(Nc1ccc(Cl)cc1)C(=O)O)c1ccccc1 (configuration not stated)	0.06	-0.8	i
COc1ccc(C(=O)Nc2c(-c3cccs3)c(=O)c3ccccc3n2C)cc1	-0.21	0.5	i
O=C(/C=C/c1ccccc1Cl)N(Cc1ccc(Cl)cc1)C1CCS(=O)(=O)C1 (configuration not stated)	0	-0.5	i
N#CCCNC(=O)Cn1c(COc2ccc(Cl)cc2)nc2ccccc21	-0.13	-1.8	i
COc1ccc(C(=O)Nc2ccccc2C(=O)N/N=C/c2cccc3ccccc23)cc1	1	2.1	-5.83*
COc1ccc2nc(COC(=O)c3cccs3)c(C(C)=O)[n+]([O-])c2c1	2.87	-3.2	i
Cc1cccc(NC(=O)c2cc3c(=O)n4ccccc4nc3s2)c1	-1.22	0.4	i
COc1ccc(CC(=O)c2ccc(O)cc2O)cc1OC	1.42	1.0	i
N#C/C(=C\c1ccc(OCC(N)=O)cc1)S(=O)(=O)c1ccccc1	-1.54	0.6	i
Cc1cc(C)c(S(C)(=O)=O)c(N(C)N)n1	-0.77	-0.5	i
COc1ccc2[nH]c3c(c2c1)[C@@H]1CCN2C(=O)CCC[C@H](C3)[C@H]12	-0.18	-1.1	i
O=S(=O)(c1ccccc1)N1CC=C(c2ccccc2)CC1	-0.15	-0.6	i
O=C(COc1cccc2ccccc12)N/N=C/c1ccccc1OCc1ccc(C(=O)O)cc1	2.06	0.2	i
COc1ccc(NC(=O)C2CCN(S(=O)(=O)c3ccc(C)cc3)CC2)cc1OC	0.8	-0.1	i
O=C1CC(NCCN2CCOCC2)C(=O)N1Cc1ccc(N2CCCC2=O)cc1 (configuration not stated)	0.07	-0.8	i
CC(=O)Nc1ccc(NC(=O)C(C)OC(=O)c2ccc(OCc3c(C)noc3C)cc2)cc1 (configuration not stated)	0.22	-2.6	i
Cc1cccc(NC(=O)NCc2ccc3c(c2)OCO3)c1	-1.11	-1.3	i
CCn1c(SCC(=O)Nc2ccc(C(C)=O)cc2)nc2nc3c(cc2c1=O)COC(C)(C)C3	-7.55	-5.6	i
O=C(c1ccccc1)c1ncc(C(F)(F)F)cc1Cl	1.76	-2.4	i
CCc1nn(CC(=O)N2CC(C)CC(C)C2)c(=O)c2cccn12 (configuration not stated)	0.64	0.3	i
CC(=O)Nc1ccc(Nc2c3c4c(cccc4n(C)c2=O)C(=O)c2ccccc2-3)cc1	-0.76	-2.5	i
CC(=O)Nc1ccc(S(=O)(=O)Nc2ccc(F)c([N+](=O)[O-])c2)cc1	1.54	-1.3	i
COc1ccc(CC(=O)NCC2CCCN(Cc3ccc(OC)cc3F)C2)cc1 (configuration not stated)	1.21	-1.4	i
O=C(Nc1ccc(S(=O)(=O)N2CCOCC2)cc1)c1ccc2c(c1)OCO2	-1.72	1.7	i
O=c1cc[nH]c2ccc(OC(F)(F)F)cc12	-0.91	0.0	i
CCn1c(-c2cc(OC)ccc2OC)csc1=Nc1c(C)n(C)n(-c2ccccc2)c1=O	-2.54	0.4	i

Next section (two carried over from the part before).
SMILES	Kir21 inh	STK33 inh	KCNQ2 block
O=c1cc[nH]c2ccc(OC(F)(F)F)cc12	-0.91	0.0	i
CCn1c(-c2cc(OC)ccc2OC)csc1=Nc1c(C)n(C)n(-c2ccccc2)c1=O	-2.54	0.4	i
Cc1ccc(C2CC(C(F)(F)F)n3nc(C(=O)NCC4CCCO4)cc3N2)cc1 (configuration not stated)	1.87	.	i
Cc1ccc(-n2c(=O)c3sccc3n(CC(=O)NCc3ccco3)c2=O)cc1F	-0.24	-1.2	i
CC(C)(C)C(=O)N1c2ccccc2CCc2ccccc21	0	-0.7	i
Cc1noc(C)c1CSc1nnc2ccc3ccccc3n12	-0.14	1.7	i
Cc1onc(-c2ccccc2Cl)c1C(=O)Nc1ccccc1O	-1.87	0.9	i
COc1cc2c(cc1OC)CN(c1ccc([N+](=O)[O-])cc1Cl)CC2	0.03	-1.2	i
Nc1nnc(Cc2ccc(Cl)cc2Cl)s1	-0.08	-0.4	i
CCOc1ccc(-c2c(C(=O)N/N=C/c3ccncc3)nnn2-c2nonc2N)cc1	1.03	0.6	i
O=C1[C@H]2CCCC[C@H]2C(=O)N1CCCCN1CCN(c2nsc3ccccc23)CC1	-0.94	-0.6	i
COC(=O)CNC(=O)C(C)NC(=O)CNC(=O)OCc1ccccc1 (configuration not stated)	0.03	-1.9	i
O=C(CCC1CCCC1)N1CCN(C(=O)C2CC2)CC1	-0.48	-1.8	i
O=C(c1ccccc1)N1CCN(Cc2cccc(Oc3ccccc3)c2)CC1	0.47	-0.9	i
COc1ccc(CCNC(=O)CCCn2ncn3c(cc4occc43)c2=O)c(OC)c1	0.33	-0.6	i
Cn1cnnc1SCCC(=O)Nc1ccc(Cl)cc1	1.8	-1.4	i
COc1ccc(CNC(=O)C(C)N2C(=O)COc3ccc(C)cc32)c(OC)c1 (configuration not stated)	-0.17	-0.6	i
O=C(Cn1nc(-c2ccc(Cl)cc2)c2ccccc2c1=O)NN1CCOCC1	0.69	0.0	i
CC(C)C(NC(=O)c1ccc(Cl)cc1)C(=O)O (configuration not stated)	0.76	-0.1	i
CCN(c1ccccc1)S(=O)(=O)c1ccc(Cl)c(C(=O)OCC(=O)c2[nH]c(C)c(C(C)=O)c2C)c1	-1.53	1.0	i
COCCNC(=S)N1CCc2cc(OC)c(OC)cc2C1COc1ccc(F)cc1 (configuration not stated)	1.9	-1.5	i
COc1ccc(OC)c(-c2nc(C(=O)NCC3CCCO3)cc3c2[nH]c2ccccc23)c1 (configuration not stated)	-0.09	-2.3	i

Given in CSV form: entries from further up
smiles,Kir21 inh,STK33 inh,KCNQ2 block
CC(C)C(NC(=O)c1ccc(Cl)cc1)C(=O)O (configuration not stated),0.76,-0.1,i
COc1ccc(CCNC(=O)CCCn2ncn3c(cc4occc43)c2=O)c(OC)c1,0.33,-0.6,i
O=C(c1ccccc1)N1CCN(Cc2cccc(Oc3ccccc3)c2)CC1,0.47,-0.9,i
COc1ccc(CNC(=O)C(C)N2C(=O)COc3ccc(C)cc32)c(OC)c1 (configuration not stated),-0.17,-0.6,i

The list continues.
SMILES	Kir21 inh	STK33 inh	KCNQ2 block
CC12COC3(C(=O)Nc4ccc(F)cc4)CC1CCC32C (configuration not stated)	1.27	-1.6	i
Cc1ccc(NC(=O)c2ccc(CN3CC(=O)N4CCCCC4C3=O)cc2)c(C)c1 (configuration not stated)	-0.07	0.0	i
CN(C)c1cccc(C(=O)NCc2ccc3c(c2)OCO3)c1	-0.1	-0.2	i
CCOC(=O)C(C)N1N=C(/C=C/c2ccc(C)cc2)CCC1=O (configuration not stated)	-0.1	-0.7	i
O=C(NC(=S)Nc1ccc(CN2CCOCC2)cc1)c1cccc(F)c1	-3.69	.	i
CSc1cc(C)nc(N(C)C(C)=O)n1	1.06	-0.1	i
CC(C)Oc1ccc(C(=O)NC2CCS(=O)(=O)C2)cc1 (configuration not stated)	-1.58	-1.4	i
NNc1nnnc2c1sc1nc(N3CCOCC3)c3c(c12)CCCC3	1.26	-2.3	i
O=C(NCCO)/C(=C\c1ccc([N+](=O)[O-])o1)NC(=O)c1ccccc1	-0.44	-0.8	i
COc1ccc(N2CCCCn3c2nc2c3c(=O)n(C)c(=O)n2C)cc1	-1.39	1.0	i
Cc1cc(NC(=O)CCC(=O)N(c2ccccc2)C(C(=O)NC2CCCC2)c2ccccc2F)no1 (configuration not stated)	0.01	-0.5	i
CCCCC(=O)NCCNc1nc2c(c(=O)n(C)c(=O)n2C)n1Cc1ccccc1	-1	-0.1	i
COc1cc(C(=O)Nc2nnc(C)s2)cc(OC)c1OC	0.02	0.0	i
O=C(O)c1[nH]c2ccccc2c1NS(=O)(=O)c1ccc(F)cc1	-0.21	-0.9	i
CCOC(=O)CSc1nc2ccc(Nc3nc(N4CCOCC4)nc(N4CCOCC4)n3)cc2s1	-0.15	-1.0	i
CCOC(=O)c1ccc(Nc2ccc([N+](=O)[O-])cn2)cc1	0.61	-3.0	i
CC1=C(C)CC(C(=O)NCc2ccccn2)C(C(=O)O)C1 (configuration not stated)	-0.58	0.4	i
O=C(COc1ccccc1)N=C1SC2CS(=O)(=O)CC2N1CCc1ccccc1 (configuration not stated)	-1.05	0.7	i
CCN(CC1CCCO1)C(=O)c1cc(COc2cc(C)c(Cl)c(C)c2)on1 (configuration not stated)	0.14	.	i
O=C(O)C[C@H]1c2cc(C(F)(F)F)ccc2S(=O)(=O)N1Cc1ccccc1	0.28	-0.7	i
COc1ccc(C(=O)NCCCNC(=O)c2cc3ccccc3[nH]2)cc1OC	0.86	-0.8	i
O=C(Nc1cccc(F)c1)/C(=C/c1ccco1)NC(=O)c1ccco1	0.65	-0.3	i
COc1ccc(/C=N/Nc2ccc(C(F)(F)F)cc2[N+](=O)[O-])cc1O	-2.32	-0.5	i
COC(=O)C1=C(C)N(C)C(=S)NC1c1c(OC)ccc2ccccc12 (configuration not stated)	0.87	-0.7	i
CCN1/C(=C/c2cccc[n+]2C)Sc2ccc(OC)cc21	-2.38	-0.5	i
Cc1ccc(CNC(=O)CN2CCC(C(N)=O)CC2)cc1	0.13	-2.8	i
O=C(NCc1ccco1)C1CCN(C(=O)Cc2ccccc2)CC1	1.07	-0.1	i
O=C(N/N=C/c1cccc2ccccc12)c1ccc(CN2CCOCC2)cc1	-0.02	1.9	i
CC(C)(C)c1ccc(C(=O)NNC(=S)NC(=O)c2cccnc2)cc1	1.72	0.0	i
O=C(CSc1nnc(NC(=O)c2ccco2)s1)Nc1ccc(F)cc1	-0.07	0.3	i

Individual results from the list:
O=C(Nc1cccc(F)c1)/C(=C/c1ccco1)NC(=O)c1ccco1 @ Kir21 inh = 0.65
O=C(NCc1ccco1)C1CCN(C(=O)Cc2ccccc2)CC1 @ STK33 inh = -0.1
COC(=O)C1=C(C)N(C)C(=S)NC1c1c(OC)ccc2ccccc12 (configuration not stated) @ Kir21 inh = 0.87
O=C(N/N=C/c1cccc2ccccc12)c1ccc(CN2CCOCC2)cc1 @ STK33 inh = 1.9
CC(C)(C)c1ccc(C(=O)NNC(=S)NC(=O)c2cccnc2)cc1 @ STK33 inh = 0.0

Next section:
SMILES	Kir21 inh	STK33 inh	KCNQ2 block
COc1ccc(OC)c(C(=O)NC(CC(N)=O)c2ccc(NCCN3CCOCC3)c([N+](=O)[O-])c2)c1 (configuration not stated)	2.41	1.0	i
COc1ccccc1-c1n[nH]c(=S)n1N	-1.64	0.9	i
CCc1ccc(/C(C)=N/NC(=O)c2c[nH]c3ccccc23)s1	-0.65	-0.8	i
O=C(OCc1cc(=O)n2cc(Br)ccc2n1)C1COc2ccccc2O1 (configuration not stated)	-0.3	1.2	i
O=C(CCNC(=O)c1ccc([N+](=O)[O-])cc1)Nc1ccc(F)c(F)c1F	2.06	-1.5	i
CCc1ccc(Oc2nnnn2-c2ccc(C(N)=O)cc2)cc1	0.46	1.3	i
O=C1CSC(=S)N1c1cccnc1	-1.47	-0.6	i
CCCCC(=O)Nc1ccc(NC(=O)CCCC)nc1	-1.02	0.1	i
Cc1ccccc1CS(=O)(=O)c1cnc2ccccc2n1	-1.54	-3.1	i
CCN(Cc1nc2cc(OC)c(OC)cc2c(=O)[nH]1)C(=O)c1ccc(S(=O)(=O)N(C)C)cc1	-0.08	1.2	i
NC(=O)c1ccsc1NC(=O)c1ccc(N2CCCC2=O)cc1	-2.15	-0.6	i
Cc1ccc(NC2CCCN(C(=O)CCc3scnc3C)C2)cc1C (configuration not stated)	0.02	-3.0	i
Cc1oc(-c2cccc(Cl)c2)nc1CN1CCCC(C(=O)NCCCN2CCOCC2)C1 (configuration not stated)	-0.49	-0.1	i
COCCOC(=O)c1[nH]c2c(c1C)C(=O)CC(c1ccco1)C2 (configuration not stated)	2.07	2.6	i
CNC(=O)c1ccccc1S(=O)c1ccccc1C#N (configuration not stated)	-1.62	-0.8	i
CCCOc1ccc(N2C(=O)CC(N(Cc3ccc(S(N)(=O)=O)cc3)C(=O)CC)C2=O)cc1 (configuration not stated)	-0.68	1.3	i
CCN(C(=O)CN1C(=O)NC2(CCc3ccccc32)C1=O)C1CCCCC1 (configuration not stated)	-0.28	-0.8	i
O=C(N/N=C(\CC(=O)c1cccs1)C(F)(F)F)c1cccnc1	1.79	-0.3	i
CCOc1cc(S(=O)(=O)N(CC)CC)ccc1Br	0.9	-1.2	i
Cc1onc(-c2ccccc2)c1C(=O)Nc1ccc(S(=O)(=O)N2CCCC2)cc1	1.56	-3.8	i
Cc1ccc(NC(=O)c2ccccc2OCC(=O)c2ccc(F)cc2)cc1	1.11	-0.7	i
CC(=O)c1ccc(NC(=O)CCn2c(=S)oc3ccccc32)cc1	-1.51	-0.9	i
Nc1nc(CSc2ccc(Cl)cc2)nc(N2CCCCC2)n1	0.01	-0.9	i
O=C(O)/C=C/C(=O)N1Cc2cc3ccccc3nc2C1	-0.72	-5.1	i
Cn1c(=O)c2c(nc(NN=C3CCCCC3)n2C)n(C)c1=O	-0.03	0.2	i
CCC(CC)NC(=O)CON=C1c2ccccc2-c2ccccc21	-0.67	.	i
CN1/C(=C\C(=O)c2ccco2)C(C)(C)c2ccccc21	0.46	3.1	i
CCOCCSc1nc2c(c(=O)[nH]c(=O)n2C)n1CCCc1ccccc1	0.87	0.4	i
O=C1CN(C(=O)c2ccc(Cl)c(S(=O)(=O)N3CCc4ccccc43)c2)c2ccccc2N1	0.35	-1.9	i
Cc1ccc(N/C=C/C(=O)c2cccs2)cc1C	-0.63	0.1	i
